# PI5P4K alpha inh: inhibitors of human PI5P4K alpha; P48426; PI5P4Kalpha enzyme, ADP-Glo luminescence, 60 min; active compounds read low; max response, %; 1.2% of 330,000 active; active = max response of -50% or lower; inconclusive = between -30% and -50%; inactive = -30% or higher; note: value at the top dose of about 77 µM; % is set by controls: 0 for no effect and ±100 for the full control effect
# Target sequence (P48426 whole entry, looked up): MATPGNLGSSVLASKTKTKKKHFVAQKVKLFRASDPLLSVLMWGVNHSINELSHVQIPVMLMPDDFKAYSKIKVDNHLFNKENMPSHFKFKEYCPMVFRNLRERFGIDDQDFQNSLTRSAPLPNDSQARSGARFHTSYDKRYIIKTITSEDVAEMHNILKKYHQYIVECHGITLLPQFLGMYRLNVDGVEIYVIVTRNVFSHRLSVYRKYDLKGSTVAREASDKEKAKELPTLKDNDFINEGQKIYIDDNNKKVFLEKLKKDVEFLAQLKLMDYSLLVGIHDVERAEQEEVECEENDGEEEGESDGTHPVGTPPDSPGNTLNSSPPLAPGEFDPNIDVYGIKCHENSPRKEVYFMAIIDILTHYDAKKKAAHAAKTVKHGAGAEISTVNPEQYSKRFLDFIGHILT
#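 Human PI5P4Kalpha with substrate in 0.038 M HEPES pH 7.4, 0.28 mM EGTA, 0.1% CHAPS, 5% DMSO; reaction started with 5 microM ATP (final), 60 min at room temperature. ADP formed read by ADP-Glo luminescence.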
# WRN helicase inh: inhibitors of human WRN helicase | Potency, µM (top dose mostly 114 µM), without a hit: at the top dose activity change, negative = inhibition, actives largely listed as inhibitors | Q14191 | WRN helicase unwinding, fluorescent forked duplex, kinetic | 0.46% of 360,000 active; note: potency is the fitted concentration of half-maximal effect; % is set by controls: 0 for no effect and ±100 for the full control effect; nearly all actives have a fitted effect of over 55% in size
#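 Fluorescence dequenching readout, ex 525 nm/em 598 nm, kinetic mode: forked duplex DNA (100 nM final) with adjacent fluorophore and quencher unwound by WRN (20 nM final) with 2 mM ATP. Compound preincubation 15 min, room temperature.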
# PLK1 PBD inh: blocks phosphopeptide binding to human PLK1 polo-box domain. AID 720504. Plk1 PBD binding of FITC phosphopeptide, fluorescence polarization. Potency, µM, without a hit: max response, negative = inhibition, hits mostly inhibitors. P53350. 2.8% of 360,000 active; note: potency is the fitted concentration of half-maximal effect; series mostly up to about 57 µM; % is set by controls: 0 for no effect and ±100 for the full control effect; nearly all actives have a fitted effect of over 65% in size
# Target sequence (P53350 whole entry, looked up, the tested form may be a part): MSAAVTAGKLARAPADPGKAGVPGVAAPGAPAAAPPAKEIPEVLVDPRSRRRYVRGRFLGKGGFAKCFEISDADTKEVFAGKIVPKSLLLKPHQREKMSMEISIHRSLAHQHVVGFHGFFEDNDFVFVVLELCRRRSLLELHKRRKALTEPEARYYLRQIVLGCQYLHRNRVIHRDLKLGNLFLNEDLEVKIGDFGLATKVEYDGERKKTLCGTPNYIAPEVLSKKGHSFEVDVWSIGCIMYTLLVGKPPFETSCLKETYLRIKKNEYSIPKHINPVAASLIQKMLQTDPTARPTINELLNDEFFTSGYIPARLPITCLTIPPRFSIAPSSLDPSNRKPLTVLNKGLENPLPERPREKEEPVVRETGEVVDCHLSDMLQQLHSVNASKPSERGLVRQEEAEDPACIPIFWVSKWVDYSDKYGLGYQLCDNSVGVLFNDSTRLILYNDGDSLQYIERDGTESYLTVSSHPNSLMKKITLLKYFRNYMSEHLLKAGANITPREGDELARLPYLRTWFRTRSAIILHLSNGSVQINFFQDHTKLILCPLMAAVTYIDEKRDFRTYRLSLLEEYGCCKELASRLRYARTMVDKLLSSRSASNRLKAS
# aSyn yeast inh: alpha-synuclein toxicity inhibition in yeast; 0.14% of 370,000 active; AID 652106; Yeast expressing alpha-synuclein, growth rescue, BacTiter-Glo, 24 h; Potency, µM (doses to about 46.1 µM), without a hit: at the highest dose growth rescue (activation), hits mostly activators; note: potency is the fitted concentration of half-maximal effect; % of control where 0% means no effect; nearly all actives have a fitted effect of over 65% in size
#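 Readout is rescue of growth in alpha-synuclein-expressing yeast, so inhibitors of toxicity appear as activators. Growth after 24 hr at 30 deg C in galactose medium is quantified by luminescence.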
# FUS yeast rescue: rescues growth of FUS-expressing yeast. S. cerevisiae FUS-expressing, growth rescue, OD600, 24 h. Potency, µM (series often up to 76.6 µM), without a hit: at the top dose growth rescue (activation), actives largely listed as activators. 0.24% of 390,000 active;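 note: potency is the fitted concentration of half-maximal effect; plate controls were DMSO vehicle for no effect and reference control for full effect; nearly all actives have a fitted effect of over 55% in size; some results filed as inactive show a strong effect at the top dose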
#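 Compound concentration series was pinned onto galactose-induced FUS-expressing yeast seeded at OD 0.005. Plates sat 24hr at 30C; absorbance at 600 nm gave growth. DMSO served as background control.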
# Abeta yeast res: compounds reversing amyloid beta toxicity in yeast; yeast expressing A-beta42, growth rescue, OD600, 48 h; response scale: 0% DMSO, 100% iron-clioquinol control; Potency, µM (series often up to 46.1 µM), without a hit: top-dose growth rescue, usual class: activators; 0.063% of 410,000 active; AID 1347071; note: potency is the fitted concentration of half-maximal effect; nearly all actives have a fitted effect of over 55% in size
#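 Yeast growth medium received pinned compounds, then yeast cells expressing toxic A-beta were added; plates incubated at 30 C for 48 hr. Growth read as absorbance at 600 nm, normalized to DMSO and equimolar FeCl3 plus clioquinol controls.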
# EPAC1 ag: EPAC1 (human) agonism | EPAC1 agonist qHTS, biochemical assay; response scale: 100% = response to 6.5 mM cAMP | O95398 | 0.073% of 360,000 active | AID 720707 | Potency, µM (top dose mostly 154 µM), without a hit: top-dose activation, most hits filed as activators; note: potency is the fitted concentration of half-maximal effect; nearly all actives have a fitted effect of over 60% in size
#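 Normalized to 6.5 mM cAMP, activity reflects EPAC1-catalysed release of BODIPY-GDP from Rap1B, followed kinetically over 30 min at 480 nm excitation, 540 nm emission. Reaction contained 100 nM EPAC1, 250 nM Rap1B-BODIPY-GDP, 50 uM GDP.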
# EPAC1 antag: blocks human EPAC1 exchange factor | Potency, µM (top dose mostly 115 µM), inactives show top-dose activity change, negative = inhibition, actives largely listed as inhibitors | O95398 | AID 720709 | EPAC1 GEF assay, Rap1b-BODIPY-GDP exchange fluorescence | 0.14% of 360,000 active;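 note: potency is the fitted concentration of half-maximal effect; plate controls were vehicle for no effect and positive control for full effect; nearly all actives have a fitted effect of over 50% in size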
# IL-2 act: IL-2 activation. activation, % (series mostly up to about 46 µM). 0.065% of 360,000 active. IL-2 activation reporter assay, cell-based qHTS; stimulated with anti-CD3/CD4/CD28 beads; in transgenic mouse T cells. AID 652025; in the data active = activation above about 50%; inconclusive = mostly about 30% to 49%; note: 0% is about no effect
#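 Unstimulated transgenic mouse T cells; 60-min compound exposure; bead-based TCR/CD4/CD28 stimulation; 18 h culture, 37 degrees C; dual fluorescence (EGFP, DsRed) plate cytometry.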
# Numbers without * were called inactive; ? = inconclusive; nt = no result given; & = joins results of further samples; [ ] = another dose, or the depositor's remark. Unless noted, calls come from the whole dose curve; as a rule, active = well fitted curve in the direction sought with a large enough effect; inconclusive = small, poorly fitted or top-dose-only effect, or another doubt; inactive = no such curve, though single readings can be large; an effect the other way counts as inactive or inconclusive.
SMILES,PI5P4K alpha inh,WRN helicase inh,PLK1 PBD inh,aSyn yeast inh,FUS yeast rescue,Abeta yeast res,EPAC1 ag,EPAC1 antag,IL-2 act
CCCn1nc(C(=O)Nc2nnc(C3CC3)s2)c2ccccc2c1=O,-5,-5%,-10%,-2%,nt,1%,2%,-1%,0.3
O=C(CCC(=O)N1CCN(c2ccccc2F)CC1)N1CCN(c2ccccc2)CC1,-3,1%,1%,1%,12%,-7%,4%,3%,-0.3
O=C(CCc1nnc2n(Cc3ccc(F)cc3)c(=O)c3ccccc3n12)NCCCN1CCOCC1,-1,-8%,-6%,-5%,20%,-10%,6%,17%,-2.3
CCOc1cc(C(=O)OCC(=O)Nc2cccc(C)c2)ccc1OCC(=O)N1CCOCC1,-9,-6%,-7%,-4%,-7%,0%,1%,-2%,0.0
CCC(=O)N1CCC(C)(C(=O)Nc2ccc3c(c2)OCCO3)C1 (stereo unspecified),-4,8%[57.1 µM],-4%,-6%,-22%,-12%,-9%,-14%,-0.4
Cc1ccc(Sc2nc(C)c([N+](=O)[O-])c(C)c2C#N)cc1,11,-6%,-9%,-14%,-6%,-18%,6%,13%,2.0
O=C(Cn1cnc2cc([N+](=O)[O-])ccc2c1=O)Nc1ccc(N2CCOCC2)cc1,-3,-6%,-9%,-1%,35%,-12%,1%,1%,0.2
Cc1ccc(-n2c(SCC(N)=O)nc3c(c2=O)C2(CCCC2)Cc2ccccc2-3)cc1,19,-9%,-8%,7%,nt,-11%,14%,-12%,-2.9
Nc1ccc(-c2nc3c(Cl)c(N)ccc3[nH]2)cc1,-18,?,-10%,-7%,36%,-14%,-3%,0%,0.4
c1ccc(-c2nnc(-c3ccncc3)o2)cc1,nt,-3%,-6%,0%,2%,12%,-9%,12%,-1.4
CCCCCCc1ccc(OC(=O)c2ccncc2)cc1,40,-9%,-10%,-12%,-16%,-9%,9%,-16%,0.6
Cc1ccccc1C(=O)NC(=S)Nc1ccc(N2CCN(C(=O)c3ccccc3)CC2)cc1,1,-10%,-7%,-1%,15%,-5%,-9%,-4%,0.1
CC(=O)c1ccc(NC(=O)CCOc2cc(C)ccc2C)cc1,0,4%,-5%,5%,18%,6%,-3%,-15%,-0.4
COc1ccccc1CNC(=O)C(=O)NCC1CCCN1S(=O)(=O)c1cccs1 (stereo unspecified),0,-13%,-7%,0%,27%,3%,-43%[inhibitor],-11%,0.2
COc1cccc(-n2nnnc2SCC(=O)NCc2ccc3c(c2)OCO3)c1,0,-2%,0%,2%,2%,2%,1%,-10%,0.5
COc1ccc(-c2nc3ccccc3c(=O)n2-c2c(C)n(C)n(-c3ccccc3)c2=O)cc1,-1,-4%,-1%,0%,3%,0%,6%,-1%,5.3
Cc1[nH]c2ccccc2c1N=Nc1ccc(F)cc1,59,-10%,-14%,-39%[inhibitor],21%,-57%[inhibitor],8%,-24%,-4.0
O=C(NC(c1ccccc1)c1ccccc1)c1ccc(S(=O)(=O)C(F)F)cc1,2,-12%,-6%,2%,-14%,21%,24%,-5%,1.7
CC(=O)Nc1ccc(S(=O)(=O)N(C)CC(=O)N2CCN(C(=O)c3ccco3)CC2)cc1,2,10%,-11%,-9%,-1%,0%,9%,14%,0.5
Cc1ccc(C(=O)CCC(=O)N(C)CC(=O)Nc2ccccc2Br)cc1,8,-13%,-1%,1%,5%,-10%,-6%,7%,-2.3
CS(=O)(=O)c1ccc2nc(NC(=O)CC3CCCC3)sc2c1,nt,-8%,-8%,2%,-7%,8%,3%,-4%,0.3
Cc1ccc(NC(=O)CN2CCN(Cc3ccccc3)CC2)c(Br)c1,-2,-1%,5%,14%,-44%,7%,-5%,8%,-0.4
Cc1c(C(=O)c2ccc(F)cc2F)c2ccccn2c1CCc1ccccn1,2,-4%,-2%,7%,11%,1%,0%,-14%,-3.5
COc1ccc(NC(=O)c2nc3ccccc3s2)cc1,11,-4%,-19%,-8%,22%,4%,-4%,-3%,-1.4
NC(=O)c1ccc(SCC(=O)OCC(=O)N2CCN(C(=O)c3ccco3)CC2)c([N+](=O)[O-])c1,1,-26%,-20%,4%,12%,4%,-2%,-23%,-0.2
# The listing continues:
SMILES,PI5P4K alpha inh,WRN helicase inh,PLK1 PBD inh,aSyn yeast inh,FUS yeast rescue,Abeta yeast res,EPAC1 ag,EPAC1 antag,IL-2 act
Cc1oc(-c2cccc(Cl)c2)nc1CSCC(=O)O,0,4%,-5%,7%,-3%&-13%,-12%&-10%,-12%,0%,-1.2
COC(=O)c1cc(Br)ccc1N(Cc1cc(OC)cc(OC)c1)S(C)(=O)=O,10,-1%,-6%,-2%,32%,-8%,4%,-28%,-1.0
COc1ccc(NC(=O)CN2CCN(c3c(C)cccc3C)CC2)cc1,16,-3%,-4%,1%,6%,6%,11%,-14%,13
CCOC(=O)c1ccc(N/C=C/C(=O)c2ccc(OC)c(OC)c2)cc1,nt,0%,-6%,?,-1%,12%,1%,9%,-1.1
O=C(NC1CC1)c1ccc(CS(=O)(=O)c2c(Cl)cccc2Cl)o1,6,5%,-5%,-29%,-9%,-6%,1%,-10%,-4.7
Cc1cccc(NC(=O)C2(C)CC3c4ccccc4C2c2ccccc23)c1C (stereo unspecified),-1,-4%,-1%,0%,nt,9%,-13%,5%,-4.0
CC1=C(C(=O)Nc2ccc(F)cc2)C(c2ccc(C)o2)C2=C(CC(C)(C)CC2=O)N1 (stereo unspecified),-1,9%,-11%,?,24%,0%,2%,2%,-1.1
Cc1cccc(C(=O)OCC(=O)Nc2ccc3c(c2)OCCO3)c1,-5,7%,-4%,12%,-1%,3%,-7%,0%,0.9
Nc1nc(Cl)cc(Nc2ccccc2Cl)n1,1,-5%,-6%,-13%,-28%,-3%,-2%,4%,-1.2
O=C(CSc1ncnc2nc[nH]c12)c1ccccc1,-5,-7%,-12%,-2%,0%,1%,7%,-5%,-0.5
O=C(CNC(=O)c1cc2c(s1)CCC2)Nc1ccccc1Br,?,-1%,1%,2%,17%,29%,7%,-21%,-2.1
Cc1c(-n2c(SCC(=O)C(C)(C)C)nc3ccccc3c2=O)c(=O)n(-c2ccccc2)n1C,4,4%,-11%,-3%,13%,-5%,6%,2%,0.6
Clc1cc2c(c(CSc3nc4ccccc4n4cccc34)c1)OCOC2,3,6%,-8%,-7%,23%,-1%,-2%,9%,-0.2
c1ccc(Oc2ccc(-n3cnnn3)cc2)cc1,nt,-3%,-8%,8%,-10%,-5%,4%,4%,0.9
O=C(NCc1ccncc1)C1Cc2c(-c3ccc4c(c3)OCO4)ccnc2O1 (stereo unspecified),-9,-2%,-13%,0%,-7%,-19%,-5%,-13%,0.7
CC1(C)O[C@@H](CC(=O)O)[C@]23CO[C@H](C(=O)[C@]4(C)C2CC[C@@]2(C)[C@H](c5ccoc5)OC(=O)C5O[C@]524)[C@@H]13 (stereo partly specified),3,6%,-3%,0%,-25%,8%,-7%,15%,1.1
COc1ccc2c(C)c(CCC(=O)NC3CC3)c(=O)oc2c1,-1,-3%,-11%,-2%,-6%,-12%,6%,-4%,-0.5
O=C(COn1nnc2ccc(S(=O)(=O)N3CCOCC3)cc21)NCCc1ccccc1,1,-6%,-1%,0%,nt,1%,-5%,-18%,-0.6

# Of the compounds above, these have an aryl thioether with sulfur outside any ring:
SMILES,PI5P4K alpha inh,WRN helicase inh,PLK1 PBD inh,aSyn yeast inh,FUS yeast rescue,Abeta yeast res,EPAC1 ag,EPAC1 antag,IL-2 act
Cc1ccc(Sc2nc(C)c([N+](=O)[O-])c(C)c2C#N)cc1,11,-6%,-9%,-14%,-6%,-18%,6%,13%,2.0
Cc1ccc(-n2c(SCC(N)=O)nc3c(c2=O)C2(CCCC2)Cc2ccccc2-3)cc1,19,-9%,-8%,7%,nt,-11%,14%,-12%,-2.9
COc1cccc(-n2nnnc2SCC(=O)NCc2ccc3c(c2)OCO3)c1,0,-2%,0%,2%,2%,2%,1%,-10%,0.5
NC(=O)c1ccc(SCC(=O)OCC(=O)N2CCN(C(=O)c3ccco3)CC2)c([N+](=O)[O-])c1,1,-26%,-20%,4%,12%,4%,-2%,-23%,-0.2
O=C(CSc1ncnc2nc[nH]c12)c1ccccc1,-5,-7%,-12%,-2%,0%,1%,7%,-5%,-0.5
Cc1c(-n2c(SCC(=O)C(C)(C)C)nc3ccccc3c2=O)c(=O)n(-c2ccccc2)n1C,4,4%,-11%,-3%,13%,-5%,6%,2%,0.6
Clc1cc2c(c(CSc3nc4ccccc4n4cccc34)c1)OCOC2,3,6%,-8%,-7%,23%,-1%,-2%,9%,-0.2

# From PubChem

# Rows were taken by chance (roughly 4.1% active in at least one column).
